Assay outcomes deposited in PubChem BioAssay by Dana-Farber Cancer Institute and Novartis Institutes for BioMedical Research (Cambridge, Mass).
USP30 inh = inhibitors of human USP30 deubiquitinase. Q70CQ3. purified USP30, Ub-rhodamine cleavage fluorescence. inhibition, % at 25 µM. 47,000 tested, 5.3% active. AID 1645860
USP28 inh = inhibitors of human USP28 deubiquitinase | inhibition, % at 25 µM | Q96RU2 | AID 1645857 | purified USP28, Ub-rhodamine cleavage fluorescence, 30 min | 47,000 tested, 3% active
USP17 inh = inhibitors of human USP17 deubiquitinase; 47,000 tested, 6.5% active; purified USP17, Ub-rhodamine cleavage fluorescence, 3 h; AID 1645855; inhibition, % at 50 µM
Target sequence (A8MUK1 whole entry, looked up): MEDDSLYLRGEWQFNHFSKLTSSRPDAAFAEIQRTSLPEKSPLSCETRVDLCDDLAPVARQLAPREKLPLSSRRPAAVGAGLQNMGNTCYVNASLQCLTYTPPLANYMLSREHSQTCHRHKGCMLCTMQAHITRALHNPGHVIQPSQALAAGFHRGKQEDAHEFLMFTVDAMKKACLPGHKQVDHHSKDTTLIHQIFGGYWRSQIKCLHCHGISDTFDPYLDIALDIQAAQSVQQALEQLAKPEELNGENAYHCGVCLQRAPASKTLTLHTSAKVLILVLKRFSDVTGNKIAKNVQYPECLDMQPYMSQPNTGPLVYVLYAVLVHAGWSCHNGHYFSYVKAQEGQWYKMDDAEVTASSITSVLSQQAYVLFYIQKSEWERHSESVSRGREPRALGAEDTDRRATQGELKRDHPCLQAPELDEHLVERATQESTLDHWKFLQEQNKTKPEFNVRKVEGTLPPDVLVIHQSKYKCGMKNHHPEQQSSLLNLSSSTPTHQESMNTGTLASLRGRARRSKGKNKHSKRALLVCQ
USP7 inh = human USP7 deubiquitinase inhibition; Q93009; purified USP7, Ub-rhodamine cleavage fluorescence; inhibition, % at 20 µM; 47,000 tested, 0.3% active
OTUD3 block = inhibitors of human OTUD3 deubiquitinase; AID 1645858; Q5T2D3; 47,000 tested, 0.7% active; inhibition, % at 25 µM; purified OTUD3, Ub-rhodamine fluorescence, 2 h
Target sequence (Q5T2D3 whole entry, looked up): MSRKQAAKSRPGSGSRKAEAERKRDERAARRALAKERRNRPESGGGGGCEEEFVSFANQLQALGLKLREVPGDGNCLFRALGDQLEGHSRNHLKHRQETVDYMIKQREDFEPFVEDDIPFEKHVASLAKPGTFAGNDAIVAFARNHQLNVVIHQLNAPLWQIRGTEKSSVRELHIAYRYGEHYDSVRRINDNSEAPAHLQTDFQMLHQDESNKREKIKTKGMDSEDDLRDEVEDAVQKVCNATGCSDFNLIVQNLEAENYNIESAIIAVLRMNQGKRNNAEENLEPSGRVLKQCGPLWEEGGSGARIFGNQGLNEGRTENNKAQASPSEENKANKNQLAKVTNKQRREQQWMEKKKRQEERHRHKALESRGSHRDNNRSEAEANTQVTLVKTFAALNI
USP8 block = human USP8 deubiquitinase inhibition. P40818. purified USP8, Ub-rhodamine cleavage fluorescence, 30 min. inhibition, % at 20 µM. 47,000 tested, 4.2% active. AID 1645853
UCHL1 block = blocks human UCHL1 ubiquitin-rhodamine cleavage. P09936. purified UCHL1, Ub-rhodamine cleavage fluorescence. inhibition, % at 20 µM. 47,000 tested, 0.2% active. AID 1645859
USP10 inh = human USP10 deubiquitinase inhibition | 47,000 tested, 1.1% active | Q14694 | inhibition, % at 20 µM | purified USP10, Ub-rhodamine fluorescence, 60 min | AID 1645856
* marks the source's active call; other numbers are inactive results; i = inactive; · = not tested or not shown. Rule as the data show it: active = inhibition above about 30%; inactive = the rest. Random draw from the library; overall some 13% were active at least once.

SMILES	USP30 inh	USP28 inh	USP17 inh	USP7 inh	OTUD3 block	USP8 block	UCHL1 block	USP10 inh
Cc1c(C(=O)N2CCCN(S(=O)(=O)c3ccc(F)cc3)CC2)oc2ccc(F)cc12	-1.3	7.8	4.4	-0.3	4.5	1.5	3.4	-1.3
Cc1ccc2c(c1)CN(S(C)(=O)=O)CC1(CCN(Cc3cnc(C)nc3)CC1)O2	-7.2	-15.9	-7.8	-3.6	-0.1	-5.1	-1.9	-2.3
COc1ccccc1-c1nc2c3cnn(-c4ccc(C)cc4)c3ncn2n1	29.8	11.2	29.8	2.7	15.8	20.3	4.2	-0.8
Cc1cccc(-c2c(NC(=O)C3CCCCC3)n(C)c3ccccc3c2=O)c1	3.0	-10.9	5.0	4.2	-0.8	9.3	-3.2	7.1
CN1CCN(C(=O)c2cc(-c3ccccc3)cn2C)CC1	-24.0	-13.7	-10.3	-5.4	-11.4	-4.0	-2.1	-2.5
CSc1cccc(NC(=O)C2Cc3ccccc3CN2C(=O)c2ccco2)c1 (centres undefined)	-24.2	0.3	31.4*	-22.8	5.0	10.9	4.2	-3.8
COc1ccc(Cl)cc1NC(=O)Cn1cnc(S(=O)(=O)N2CCC(C)CC2)c1	6.7	-1.8	0.1	-3.9	0.5	11.0	-0.5	0.4
CC(CCc1ccccc1)NC(=O)c1nc(CS(=O)(=O)c2ccccc2)no1 (centres undefined)	0.5	-1.5	-4.2	-0.5	1.6	0.3	-0.5	-2.4
Cc1ccccc1OCC(=O)Nc1ccc(N2CCN(S(C)(=O)=O)CC2)cc1	13.1	4.8	-15.2	1.6	5.5	-218.3	2.0	-0.5
Cc1ccc([C@H](C)N2CN(C3CCN(C(=O)CC(C)C)CC3)CC2=O)cc1	-27.1	-16.6	-9.5	0.6	-16.9	-15.4	-4.0	-1.1
Cc1cc(Nc2cc(F)ccc2F)n2nc(-c3ccco3)nc2n1	-77.6	5.5	-4.4	3.5	-20.0	2.4	3.4	-0.6
Cc1nc(N2CCN(C/C=C/c3ccccc3)CC2)c2oc3ccccc3c2n1	-0.1	-5.6	20.0	0.5	-13.1	-4.2	6.9	7.0
O=C(c1noc2ccc(S(=O)(=O)NCc3ccc(F)cc3)cc12)N1CCCC1	2.9	1.0	-3.5	-0.9	-1.9	-5.2	-2.2	1.7
c1ccc2c(c1)oc1c(N3CCCC3)ncnc12	-63.8	12.2	8.7	-9.7	18.8	4.3	5.9	3.0
CCc1nc(SCc2ccc(C)cc2)c2oc3ccccc3c2n1	1.5	-6.9	13.7	-1.6	-8.9	4.1	1.5	0.0
Cc1ccccc1CNC(=O)C1CN(S(C)(=O)=O)c2ccccc2O1 (centres undefined)	10.3	7.4	0.1	1.9	3.9	7.5	0.2	-0.3
CN(C)C(CNC(=O)c1ccccc1Br)Cc1ccccc1 (centres undefined)	0.1	9.6	14.4	-3.1	7.5	0.9	0.4	3.3
O=C(C1CCCCC1)N1CCC2(CC1)CNCc1ccccc12	·	·	-14.4	-3.6	-1.5	-3.8	-0.4	-0.5
CNc1nc(C2CCN(C(=O)C3CCCO3)CC2)nc2c1CCN(C)C2 (centres undefined)	-130.9	-28.4	-41.5	-5.2	-30.5	-5.5	-4.4	-3.7
O=C(Cn1ncc2c1-c1ccccc1OC2)Nc1ccc(F)c(Cl)c1	35.2*	13.0	-5.1	2.6	-9.2	-4.0	0.1	6.8

Arranged by number of heavy atoms (descending): some entries from above.
SMILES	USP30 inh	USP28 inh	USP17 inh	USP7 inh	OTUD3 block	USP8 block	UCHL1 block	USP10 inh
Cc1cccc(-c2c(NC(=O)C3CCCCC3)n(C)c3ccccc3c2=O)c1	3.0	-10.9	5.0	4.2	-0.8	9.3	-3.2	7.1
CCc1nc(SCc2ccc(C)cc2)c2oc3ccccc3c2n1	1.5	-6.9	13.7	-1.6	-8.9	4.1	1.5	0.0
O=C(C1CCCCC1)N1CCC2(CC1)CNCc1ccccc12	·	·	-14.4	-3.6	-1.5	-3.8	-0.4	-0.5
CN1CCN(C(=O)c2cc(-c3ccccc3)cn2C)CC1	-24.0	-13.7	-10.3	-5.4	-11.4	-4.0	-2.1	-2.5

The list goes on:
SMILES	USP30 inh	USP28 inh	USP17 inh	USP7 inh	OTUD3 block	USP8 block	UCHL1 block	USP10 inh
COc1cccc(NC(=O)CN2CCN(c3nc4ccc([N+](=O)[O-])cc4s3)CC2)c1	-15.5	-7.2	-18.5	-1.0	0.0	-52.2	-4.0	-6.6
COc1ccc2c(CCNC(=O)CSc3nnnn3-c3cccc(Cl)c3)c[nH]c2c1	-81.1	-4.2	-0.9	-3.8	-8.5	14.0	-2.3	0.3
CCc1ccc(C(=O)COc2ncnc3scc(-c4ccccc4)c23)cc1	-143.5	-15.5	-19.3	4.6	-37.6	-7.7	-1.6	-1.6
COc1ccc(C(=O)COC(=O)C(Cc2c[nH]c3ccccc23)NC(=O)c2ccccc2Cl)cc1 (centres undefined)	-133.9	-41.0	-19.6	-5.9	-27.0	-46.9	-8.9	-3.7
Cc1nn(-c2ccc(F)cc2)c(C)c1S(=O)(=O)N1CCc2ccccc21	-33.5	0.1	-43.2	3.3	6.5	-23.2	0.5	-13.1
Cc1cccc(S(=O)(=O)N2CCC3(CC2)COCCN(Cc2cccnc2)C3)c1	-5.9	0.3	-5.6	2.7	4.2	-17.4	4.4	0.6
CCc1ccc(C2NC(=O)NC(C)=C2C(=O)c2ccc(Cl)cc2)cc1 (centres undefined)	4.9	2.8	2.8	-37.8	1.6	-12.7	2.5	12.5
CC(=O)c1cccc(NS(=O)(=O)c2ccc3c(c2)SCCN3C(C)=O)c1	3.4	2.2	1.6	3.3	1.0	0.1	4.3	0.4
O=C(COc1ccccc1Cl)Nc1ccc(F)cc1F	15.3	2.2	6.4	2.3	9.3	23.6	4.4	3.0
CC(=O)C1=C(O)[C@]2(O)C(=O)c3c(c(C)c4ccc(C)c(O)c4c3O)C[C@H]2[C@@H](N)C1=O	-37.5	61.3*	59.8*	58.1*	67.1*	-41.8	65.6*	-8.5
Cc1cccc2[nH]c3c(N4CCN(c5cccc(C(F)(F)F)c5)CC4)ncnc3c12	-0.7	7.8	-14.8	12.2	0.1	9.7	6.0	2.7
N#Cc1ccc(NC(=O)Nc2cccn(Cc3ccccc3F)c2=O)cc1	11.4	86.6*	93.3*	-7.3	37.7*	96.4*	13.9	42.6*
COc1ccccc1N(C(=O)CN1C(=O)c2ccccc2S1(=O)=O)C(C(=O)NCC1CCCO1)c1ccc(F)cc1 (centres undefined)	0.3	-1.4	4.5	0.5	6.6	9.2	-0.1	-2.5
O=C(Nc1ccc(F)cc1)c1ccc(N2CCCCS2(=O)=O)cc1Cl	-1.2	19.1	18.0	-1.3	5.5	-0.1	-2.0	1.3
Cc1ccc(CNCC(=O)Nc2cccc(S(=O)(=O)NC3=NCCCCC3)c2)cc1	-8.8	0.9	-23.2	-4.6	-2.4	-27.0	-1.0	-1.5
O=S(=O)(Nc1ccccc1Cc1ccccc1)c1ccccc1F	16.2	7.0	27.4	0.1	0.1	8.9	2.9	12.0
Cn1cc(C2=CCN(S(=O)(=O)c3cccc4cccnc34)CC2)c2cccnc21	-93.5	-12.4	-4.9	-2.3	-16.3	0.9	-1.5	-5.0
O=C(Cc1nc(-c2cccnc2)n[nH]1)Nc1ccc(F)c(F)c1	-20.2	0.1	-9.9	-4.0	-6.3	-7.1	-3.6	-6.0
Cc1nnc(SCCn2c(N3CCC(Cc4ccccc4)CC3)nc3c2c(=O)n(C)c(=O)n3C)s1	7.2	-5.2	-16.5	0.0	5.7	-1.9	-4.3	3.2
O=C(CN1CCC2(CC=CCN(CCc3ccccc3)C2=O)CC1)Nc1ccc(F)cc1	-33.6	-25.4	-23.6	-18.5	-21.3	-7.2	-4.4	-4.8
COc1ccc(-c2c(C)c(C(=O)c3ccco3)n3ccc4cc(OC)c(OC)cc4c23)cc1OC	-102.5	-27.9	21.2	-16.2	-23.3	67.8*	-7.2	-9.4
Cc1cc(NC(=O)C2CCC3(CC2)CNC(=O)c2ccccc2O3)nn1C (centres undefined)	-5.0	-9.1	-19.7	0.8	-9.9	-12.2	-0.7	-2.9
Cc1nc(N2CCCC2=O)sc1C(=O)N1CCN(c2ccccc2F)CC1	-0.4	1.4	3.5	0.0	10.0	13.5	1.3	-3.4
CC(C)c1cccc(C(C)C)c1NC(=O)COc1ccccc1C#N	9.9	0.7	6.4	3.7	7.3	2.7	0.2	0.2
CCc1nc2c(NC(=O)Cc3cccnc3)cccn2n1	-17.6	-14.1	-6.4	-1.9	-2.1	-7.4	-1.5	-1.2
CC(=O)O[C@@H](C/C=C(\C)C(=O)O)[C@@H](C)[C@H]1C[C@H](OC(C)=O)[C@@]2(C)C3=CC[C@H]4C(C)(C)[C@H](O)CC[C@]4(C)C3=CC[C@]12C	62.3*	45.4*	55.8*	14.3	17.0	13.5	2.9	52.0*
N#Cc1cccc(NC2c3ncccc3C(=O)N2Cc2ccc(F)cc2)c1 (centres undefined)	-11.9	-5.9	3.5	-9.5	-25.4	-21.0	-1.8	-1.9
CCOc1ccc(C(=O)N2CCC(c3[nH]nc4nccnc34)CC2)cc1	19.9	7.8	18.2	2.0	11.4	7.8	-1.2	-0.6
O=C(Nc1cnc2ccccc2c1)Nc1ccccc1Cl	·	·	55.0*	3.2	-4.1	3.5	2.2	3.9
COCCNC(=O)c1ccn(-c2ccc3ccc(-c4ccccc4)cn23)n1	i	-122.4	-67.2	-58.0	-107.3	-28.8	-67.0	-3.2
CC(NC(c1ccccc1)c1ccccc1)C(=O)Nc1ccccc1 (centres undefined)	25.3	7.7	14.6	3.5	11.7	9.6	2.1	2.7
c1ccc2c(c1)CCCC2Nc1ncnc2c1nc1n2CCCCC1 (centres undefined)	-14.7	-14.9	-13.0	0.2	-52.5	-0.5	-1.8	0.2
Cc1ccc(CN(C(=O)c2cc(-c3ccc(Cl)cc3)on2)C2CCS(=O)(=O)C2)o1 (centres undefined)	-28.0	2.0	-6.8	3.4	4.7	5.0	4.2	3.2
COc1ccc(CC(=O)N2CC(=O)Nc3ccc(Br)cc3C2c2ccccc2)cc1 (centres undefined)	38.0*	23.4	20.1	0.0	11.4	18.9	4.5	7.7
CN1C(=O)CC[C@]2(CNC(=O)c3ccncc3)CCC[C@@H]12	-3.9	-6.2	-0.8	-1.4	-0.1	0.7	-1.5	-1.6
CC(NC(=O)c1cc(C2CC2)nn1-c1ccccc1)c1ccc(F)cc1F (centres undefined)	26.9	-0.2	13.0	7.0	14.9	-5.5	2.4	9.2
O=C(NCc1cccnc1)[C@@H]1CC[C@@H]2[C@@H](CCN2c2ncc(F)cn2)O1	-169.2	-52.8	-63.6	-11.9	-38.3	-96.1	-18.3	-6.8
COc1ccc(CCC(=O)Nc2ccc3nc(N4CCN(c5ncccn5)CC4)cc(C)c3c2)cc1	30.3*	15.6	9.7	0.7	7.1	36.3*	-0.2	13.8
Cc1ccc(NC(=O)N2C[C@H]3CN(C(C)C)CC[C@H]32)cc1	i	-171.7	-106.3	-55.3	-189.8	-64.0	-50.4	-8.1
COc1cc2ccccc2cc1C(=O)N1CCc2ccccc21	6.4	17.1	0.7	-13.8	1.6	8.7	-1.1	1.3

Rewritten field by field: part of the list above.
Molecule: Cc1cc(NC(=O)C2CCC3(CC2)CNC(=O)c2ccccc2O3)nn1C (centres undefined)
  USP30 inh: -5.0
  USP28 inh: -9.1
  USP17 inh: -19.7
  USP7 inh: 0.8
  OTUD3 block: -9.9
  USP8 block: -12.2
  UCHL1 block: -0.7
  USP10 inh: -2.9

Molecule: Cc1nc(N2CCCC2=O)sc1C(=O)N1CCN(c2ccccc2F)CC1
  USP30 inh: -0.4
  USP28 inh: 1.4
  USP17 inh: 3.5
  USP7 inh: 0.0
  OTUD3 block: 10.0
  USP8 block: 13.5
  UCHL1 block: 1.3
  USP10 inh: -3.4

(next part)
SMILES	USP30 inh	USP28 inh	USP17 inh	USP7 inh	OTUD3 block	USP8 block	UCHL1 block	USP10 inh
O=C(NC1CCCC1)N(Cc1ccccc1)[C@@H]1CC[C@@H]2C[C@@H]1[C@@H](O)CO2	0.7	-7.5	-8.9	-16.8	-7.3	10.1	-0.6	-0.5
N#Cc1cccc(S(=O)(=O)Nc2ccccc2N2CCOCC2)c1	8.4	5.6	1.5	3.1	4.6	22.9	0.0	2.3
Cc1cc(C)n2ncc(C(=O)NCC(F)(F)F)c2n1	-6.6	-3.2	-9.1	-2.8	-2.7	7.4	-6.1	-1.7
COC(=O)c1cc2sc(Cl)cc2n1CC(=O)NCCC(C)C	7.9	-0.4	5.1	7.9	-0.3	5.2	0.1	0.1
Cc1nn(-c2ccccc2)c2[nH]c(=O)c(CNCc3ccccc3Cl)cc12	-36.2	-0.7	-4.1	1.3	-10.1	72.3*	-1.4	0.9
Cc1cc(C)n2ncc(C(=O)NCCc3ccc(Cl)cc3)c2n1	-11.5	30.1*	-5.0	-7.2	-6.3	-31.8	-1.4	-2.8
Cc1cccc(CN2CCN(CC(=O)NCCN3CCOCC3)C2=O)c1	-2.8	-0.2	-8.8	0.1	11.9	-3.4	-3.5	-0.9
